Bcl-W Bim block: inhibitors of Bim binding to Bcl-W, primary screen, biochemical, multiplexed, bead-based flow cytometry | Bcl-2-like protein 2 (Homo sapiens), Q92843 | Bim peptide-Bcl-W binding | inhibition, % at 10 µM | hit rate 0.02% among 190,000 | AID 952, 2007;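 also: 0% = bound tracer without compound and 100% = peptide blocker; higher means less fluorescent Bim peptide bound to Bcl-W beads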
Target sequence (Q92843 whole entry, looked up): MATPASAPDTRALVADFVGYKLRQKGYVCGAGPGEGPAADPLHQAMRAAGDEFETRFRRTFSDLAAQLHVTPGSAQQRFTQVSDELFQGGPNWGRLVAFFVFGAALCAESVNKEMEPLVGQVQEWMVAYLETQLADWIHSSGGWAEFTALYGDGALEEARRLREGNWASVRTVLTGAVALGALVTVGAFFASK
Bcl-XL Bim block: inhibitors of Bim-Bcl-XL binding, primary screen, biochemical, multiplexed, bead flow cytometry, human Bcl-XL; hit rate 0.04% among 190,000; Bcl-2-like protein 1 (Homo sapiens), Q07817; Bim peptide-Bcl-XL binding, fluorescence; AID 1007, 2008; inhibition, % at 10 µM
Bcl-B Bim block: inhibitors of Bim-Bcl-B binding, primary screen, biochemical, multiplexed, human Bcl-2 family. Bcl-2-like protein 10 (Homo sapiens), Q9HD36. bead-based flow cytometry, Bim peptide-Bcl-B binding. inhibition, % at 10 µM. hit rate 0.073% among 190,000;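 also: 0% = tracer peptide without compound and 100% = reference inhibitor peptide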
Target sequence (Q9HD36 whole entry, looked up): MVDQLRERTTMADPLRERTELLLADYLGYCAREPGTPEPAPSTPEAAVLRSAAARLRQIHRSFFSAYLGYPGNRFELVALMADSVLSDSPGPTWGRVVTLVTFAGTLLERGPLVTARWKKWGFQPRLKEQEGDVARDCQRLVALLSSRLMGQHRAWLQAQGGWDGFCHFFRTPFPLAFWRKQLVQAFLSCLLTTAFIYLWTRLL
Bcl-2 Bim block: inhibitors of Bim-Bcl-2 binding, primary screen, biochemical, multiplexed, human Bcl-2 family | Apoptosis regulator Bcl-2 (Homo sapiens), P10415 | Bead-based flow cytometry, Bim peptide-Bcl-2 binding | inhibition, % at 10 µM | hit rate 0.06% among 190,000 | AID 950, 2007; in the data active = inhibition above about 40%; inconclusive = no clear call, values can overlap the other calls;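 also: 0% = no compound wells with probe peptide and 100% = reference peptide inhibitor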
Target sequence (P10415 whole entry, looked up): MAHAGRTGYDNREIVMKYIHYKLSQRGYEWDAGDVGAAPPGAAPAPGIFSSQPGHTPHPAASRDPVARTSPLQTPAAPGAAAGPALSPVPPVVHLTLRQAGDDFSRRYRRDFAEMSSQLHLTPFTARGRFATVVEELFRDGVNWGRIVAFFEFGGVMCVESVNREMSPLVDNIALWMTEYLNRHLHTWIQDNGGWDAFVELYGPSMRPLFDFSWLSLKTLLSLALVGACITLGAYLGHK
RGS7-Gao reg: RGS7-Galphao binding modulators, primary screen, biochemical, multiplexed bead flow cytometry; Guanine nucleotide-binding protein G(o) subunit alpha (Homo sapiens), P09471; actives lie on both sides; binding response (% of control), % at 10 µM; hit rate 0.35% among 220,000; AID 1439, 2008; in the data active = binding response below about 49% or above about 150%; inconclusive = no clear call, values can overlap the other calls; inactive = in between;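 also: fluorescent Galphao held in activated GDP-AlF4 state binding bead-coupled RGS7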
Target sequence (P09471 whole entry, looked up): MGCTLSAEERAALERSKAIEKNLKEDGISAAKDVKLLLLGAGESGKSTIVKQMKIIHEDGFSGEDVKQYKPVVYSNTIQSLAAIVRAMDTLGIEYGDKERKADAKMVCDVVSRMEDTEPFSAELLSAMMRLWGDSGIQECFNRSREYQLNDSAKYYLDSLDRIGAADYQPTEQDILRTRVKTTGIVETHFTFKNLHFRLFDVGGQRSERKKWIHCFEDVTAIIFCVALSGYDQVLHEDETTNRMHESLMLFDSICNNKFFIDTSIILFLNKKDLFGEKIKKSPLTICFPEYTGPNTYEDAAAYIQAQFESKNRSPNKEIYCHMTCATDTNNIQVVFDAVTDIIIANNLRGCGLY
ABCB1 block: ABCB1 efflux pump inhibitors, primary screen, cell-based, multiplex, flow cytometry, ABCG2 counter-screen | inhibition, % at 6.6 µM | CCRF-Adr cells, JC-1 efflux | hit rate 0.067% among 190,000 | ATP-dependent translocase ABCB1 (Homo sapiens), P08183; in the data active = inhibition above about 40%;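 also: 0% = vehicle and 100% = reference inhibitor; higher value means more JC-1 retained so stronger ABCB1 efflux block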
ABCG2 inh: ABCG2 efflux pump inhibitors, primary screen, multiplex with ABCB1, IgMXP3 cells, flow cytometry; Broad substrate specificity ATP-binding cassette transporter ABCG2 (Homo sapiens), Q9UNQ0; JC-1 efflux; inhibition, % at 6.6 µM; hit rate 0.1% among 190,000;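 active = inhibition above 80%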;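 also: 0% = DMSO and 100% = nicardipine control wells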
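Test system: IgMXP3 cells (ABCG2) mixed with DDAO far-red-labelled CCRF-Adr cells (ABCB1). Reagent: JC-1 transporter substrate. Compound dosing: single test compound dose, 6.6 µM final. Times: 10 min compound exposure, 25 °C. Detection: flow cytometry of retained JC-1 fluorescence. Read-out basis: efflux inhibition in percent versus controls. Controls: nicardipine and DMSO wells.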
RGS8-Gao reg: RGS8-Galphao binding modulators, primary screen, biochemical, multiplexed bead flow cytometry. AID 1423, 2008. hit rate 0.34% among 220,000. Guanine nucleotide-binding protein G(o) subunit alpha (Homo sapiens), P09471. response (percent of control binding), % at 10 µM. actives lie on both sides; in the data active = response below about 60% or above about 140%; inactive = in between;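 also: Galphao activated as the GDP aluminium fluoride complex binding bead-coupled RGS8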
Bim-Mcl-1: inhibitors of Bim peptide binding to Mcl-1, primary screen, biochemical, bead-based flow cytometry, multiplex; Induced myeloid leukemia cell differentiation protein Mcl-1 (Homo sapiens), Q07820; Bim peptide-Mcl-1 binding; inhibition, % at 10 µM; hit rate 0.1% among 190,000;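 also: 0% = no compound tracer wells and 100% = peptide blocker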
Bim-Bfl-1: inhibitors of Bim binding to Bfl-1, primary screen, biochemical, multiplexed, bead-based flow cytometry; inhibition, % at 10 µM; Bcl-2-related protein A1 (Homo sapiens), Q16548; hit rate 0.12% among 190,000; Bim-Bfl-1 binding inhibition;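 also: 0% = wells without compound plus tracer and 100% = blocker peptide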
RGS4-Gao reg: modulators of RGS4 binding to Galphao, primary screen, biochemical, multiplexed bead flow cytometry; actives lie on both sides; binding response (% of control), % at 10 µM; hit rate 0.33% among 220,000; in the data active = binding response below about 49% or above about 150%; inactive = in between;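 also: fluorescent Galphao activated with aluminum fluoride binding bead-coupled RGS4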
Numbers without * were called inactive; ? = inconclusive; . = not tested or not shown. Rule as the data show it, unless noted: active = inhibition above about 40%. Compounds were not picked by outcome, and some 0.94% of all compounds hit somewhere here.

SMILES	Bcl-W Bim block	Bcl-XL Bim block	Bcl-B Bim block	Bcl-2 Bim block	RGS7-Gao reg	ABCB1 block	ABCG2 inh	RGS8-Gao reg	Bim-Mcl-1	Bim-Bfl-1	RGS4-Gao reg
Cc1cnc(NC(=O)CSc2nnc(CNc3ccc(F)cc3)n2CC2CCCO2)s1 (stereo unspecified)	-7	-4	-7	-3	108	1.1	32	118	-6	-17	107
NC(=O)c1nsc(C(=O)N(c2cccc(F)c2)C(C(=O)NCC2CCCO2)c2cccs2)c1N (stereo unspecified)	-3	-3	-5	0	100	3.9	4	100	-2	-3	99
O=C(Nc1cccc(S(=O)(=O)NC2=NCCCCC2)c1)c1cc(-c2ccncc2)nc2ccccc12	4	-2	-4	-1	91	0.0	3	104	0	-1	98
COc1ccc(S(=O)(=O)N2CC3CCCN3c3ccc(C(F)(F)F)cc32)cc1 (stereo unspecified)	-2	-3	-2	-2	102	0.8	7	101	-1	-3	102
O=C(N/N=C/c1cccc(Br)c1)c1ccc(Br)cc1	-13	-13	0	-1	110	-0.3	1	108	-28	1	113
Cc1ccc(Cn2c(-c3nonc3N)nc3ccccc32)cc1	2	-4	-3	2	104	0.5	2	101	0	0	102
CN1CCN(C(=S)c2ccc(OCC(=O)Nc3cccc(C(F)(F)F)c3)cc2)CC1	.	.	.	?	102	1.1	13	104	.	.	106
CCOC(=O)N1CCC(NS(=O)(=O)c2ccc3c(c2)oc(=O)n3C)CC1	-2	-14	-8	-5	102	9.9	11	101	-2	-7	102
CC(C)CNS(=O)(=O)c1ccc(CCC(=O)N2CCN(Cc3ccc4c(c3)OCO4)CC2)cc1	1	-7	-6	-11	101	2.2	14	99	0	-17	100
CC1CCCCN1C(=O)Cn1cc(C#N)c2ccccc21 (stereo unspecified)	-9	-11	-12	5	94	-0.1	1	93	-10	-5	94
CC(C)NC(=O)NC(=O)COC(=O)c1ccccc1Oc1ccccc1	2	2	0	0	90	0.8	2	96	1	1	86
CCCNc1nc2c(c(=O)n(C)c(=O)n2C)n1CCc1ccccc1	2	2	-6	-7	96	1.7	40	98	1	-5	98
COc1ccc(/C=C\C(=O)c2c(O)ccc3c(C)cc(=O)oc23)cc1OC	1	-1	-4	-8	108	1.4	5	102	0	-5	107
O=S(=O)(NC(=NCc1ccccc1)c1ccccc1F)c1ccccc1	-6	-3	2	0	102	-0.8	-1	100	0	3	102
CCCC(c1nnnn1Cc1ccco1)N1CCN(c2cc(Cl)ccc2C)CC1 (stereo unspecified)	3	-2	-13	-9	104	1.3	5	100	-3	-11	103
O=C(COc1ccc(CO)cc1)Nc1ccc(F)cc1	-1	-5	-9	-11	93	0.2	21	97	-4	-18	99
CCOc1ccc(C(C)=O)cc1CSc1nnc(-c2cccs2)n1CC1CCCO1 (stereo unspecified)	-2	-2	-10	-13	110	-1.1	3	102	-1	-6	105
CN(Cc1ccccc1)S(=O)(=O)c1ccc(NS(=O)(=O)Cc2ccccc2)cc1	-1	-2	-6	-6	107	0.1	0	101	-1	0	100
COc1ccc(NC(=O)CSc2nnc(-c3ccncc3)n2CC2CCCO2)c(OC)c1 (stereo unspecified)	0	0	-4	-1	102	0.3	2	97	-2	-2	97
O=C(Cn1cnc2cc([N+](=O)[O-])ccc2c1=O)NCc1ccc(Cl)cc1	5	2	2	1	101	-0.6	-1	101	8	0	101
COc1ccccc1Nc1nc2nonc2[nH]c1=O	0	-3	-8	-3	104	-0.6	-1	103	-3	-5	105
O=C(COC(=O)COc1ccc(Cl)cc1Cl)Nc1cccnc1Cl	6	6	13	11	92	-0.1	8	86	4	0	97
COc1cc(C(=O)OCCCN2CCOCC2)ccc1O	-1	-4	-6	-5	100	-1.0	-2	102	1	-6	99
C=CCOC(=O)C1=C(C)NC(SCC(=O)Nc2ccc(C)c(Cl)c2)=C(C#N)C1c1ccco1 (stereo unspecified)	2	3	3	2	88	-0.7	-2	84	4	1	93

An excerpt from above in order of length of the SMILES, falling.
SMILES	Bcl-W Bim block	Bcl-XL Bim block	Bcl-B Bim block	Bcl-2 Bim block	RGS7-Gao reg	ABCB1 block	ABCG2 inh	RGS8-Gao reg	Bim-Mcl-1	Bim-Bfl-1	RGS4-Gao reg
C=CCOC(=O)C1=C(C)NC(SCC(=O)Nc2ccc(C)c(Cl)c2)=C(C#N)C1c1ccco1 (stereo unspecified)	2	3	3	2	88	-0.7	-2	84	4	1	93
CN(Cc1ccccc1)S(=O)(=O)c1ccc(NS(=O)(=O)Cc2ccccc2)cc1	-1	-2	-6	-6	107	0.1	0	101	-1	0	100
COc1ccc(NC(=O)CSc2nnc(-c3ccncc3)n2CC2CCCO2)c(OC)c1 (stereo unspecified)	0	0	-4	-1	102	0.3	2	97	-2	-2	97
COc1ccc(/C=C\C(=O)c2c(O)ccc3c(C)cc(=O)oc23)cc1OC	1	-1	-4	-8	108	1.4	5	102	0	-5	107
CCOc1ccc(C(C)=O)cc1CSc1nnc(-c2cccs2)n1CC1CCCO1 (stereo unspecified)	-2	-2	-10	-13	110	-1.1	3	102	-1	-6	105
CCCC(c1nnnn1Cc1ccco1)N1CCN(c2cc(Cl)ccc2C)CC1 (stereo unspecified)	3	-2	-13	-9	104	1.3	5	100	-3	-11	103
O=S(=O)(NC(=NCc1ccccc1)c1ccccc1F)c1ccccc1	-6	-3	2	0	102	-0.8	-1	100	0	3	102
O=C(COC(=O)COc1ccc(Cl)cc1Cl)Nc1cccnc1Cl	6	6	13	11	92	-0.1	8	86	4	0	97
O=C(COc1ccc(CO)cc1)Nc1ccc(F)cc1	-1	-5	-9	-11	93	0.2	21	97	-4	-18	99
COc1ccccc1Nc1nc2nonc2[nH]c1=O	0	-3	-8	-3	104	-0.6	-1	103	-3	-5	105

(listing goes on)
SMILES	Bcl-W Bim block	Bcl-XL Bim block	Bcl-B Bim block	Bcl-2 Bim block	RGS7-Gao reg	ABCB1 block	ABCG2 inh	RGS8-Gao reg	Bim-Mcl-1	Bim-Bfl-1	RGS4-Gao reg
Cc1ccc(OCCCC(=O)Nc2ccc(S(=O)(=O)Nc3ccccn3)cc2)cc1	0	-5	-4	0	94	0.6	2	101	-3	-4	96
O=C(CN1CCN(Cc2ccc(Cl)cc2)C1=O)NCCCN1CCOCC1	0	-3	-5	-7	8.9*	-1.5	-1	14*	-1	-8	18*
COc1cc(-c2[nH]nc3c2C(c2ccoc2)C(C#N)=C(N)O3)cc(OC)c1OC (stereo unspecified)	-6	-6	-3	-1	98	-1.0	-3	90	-5	1	98
COc1ccccc1CN(Cc1cc2cc(C)ccc2[nH]c1=O)Cc1nnnn1Cc1ccco1	0	1	-12	-6	96	2.7	1	94	0	-6	96
Cc1cc(C)n2nc(S(=O)(=O)Nc3c(Cl)cccc3Cl)nc2n1	3	-1	-1	1	97	0.3	0	98	2	0	97
CSc1ccc(C(=O)C2CCCN(C(=O)c3csc(C(C)=O)c3)C2)cc1 (stereo unspecified)	-5	-4	-2	-2	102	2.3	2	101	-1	-4	101
CC(C)(C)c1ccc(C(=O)C=[N+]=[N-])cc1	2	-10	-9	-5	105	0.5	2	101	0	-9	108
CC(=O)NCc1nc2ccccc2n1C(C)C	3	-1	-6	-6	97	0.1	0	102	0	-8	100
COc1ccc(CNC(=O)COC(=O)Cc2ccsc2)cc1	-3	-3	-6	-1	97	0.2	0	99	-5	-1	100
N#Cc1c2ccc(O)cc2n2ccccc12	21	13	7	8	?	0.3	5	98	11	18	95
N/C(=N/O)c1ccccc1N1CCC(Cc2ccccc2)CC1	-3	-3	-2	-2	?	-0.5	0	109	1	-3	109
CC(C(O)C12CC3CC(CC(C3)C1)C2)N1CCCCC1 (stereo unspecified)	-1	-2	-3	0	94	-0.1	0	99	0	-2	100
O=C(CSc1nc2ccccc2[nH]1)Nc1nc(-c2ccc(Br)cc2)cs1	0	-1	0	0	108	0.7	0	106	-3	1	107
COC(=O)c1cc(=O)n(Cc2ccc(F)cc2)c(=NCc2ccc(F)cc2)s1	0	0	-1	-1	89	0.6	7	96	1	-4	98
O=C(CSc1nnc2ccccn12)NC(=O)NC1CCCCC1	-1	-2	0	-3	103	0.4	2	99	-2	-2	102
O=C(Nc1cccc(-c2nc3ccccc3[nH]2)c1)c1ccco1	-1	-2	0	1	96	0.6	2	99	0	-1	99
O=C(Nc1cccnc1)Nc1ccc2c(c1)OCO2	-1	0	0	-1	99	0.4	3	101	-1	-1	101
Cc1ccc(-c2nnc(SCC(=O)NCC3CCCO3)n2C)cc1 (stereo unspecified)	2	-4	-7	-3	99	0.6	2	104	5	-10	104
CSc1nc2c(c(=O)n1-c1ccc(C)cc1)SCC2	-2	-4	-9	-9	99	0.1	-2	97	-1	-13	102
Cc1noc(C)c1COc1cccc(C(=O)Nc2cccnc2)c1	0	-3	-1	3	79	-0.4	2	94	1	-1	94
O=C(c1ccc2ccccc2c1)N1CCN(c2ccc(O)cc2)CC1	2	-2	-6	0	106	.	.	101	5	0	104
CCOC(=O)c1oc2ccccc2c1NC(=O)CN1CCOCC1	0	-1	2	0	103	0.6	30	102	0	-3	103
CCCCC(c1nnnn1CCOC)N1CCN(CC)CC1 (stereo unspecified)	1	1	-1	4	101	-0.1	-1	103	4	1	101
N#Cc1cc([N+](=O)[O-])ccc1NCCc1ccccn1	4	-3	-2	-2	102	0.3	7	98	0	-1	99
O=C(NCc1ccccc1Cl)C1CCN(S(=O)(=O)N2CCOCC2)CC1	-2	0	-2	0	103	-0.2	0	96	0	-1	100
O=S(=O)(Nc1cc(S(=O)(=O)N2CCOCC2)ccc1N1CCOCC1)c1ccc2c(c1)OCCO2	0	-3	0	-1	104	0.8	6	98	-2	4	101
O=C(Cn1nnc2ccccc21)Nc1ccccc1[N+](=O)[O-]	2	2	-4	0	95	-0.3	3	98	-5	-1	99

Screening results deposited in PubChem BioAssay by NMMLSC.
